Assay outcomes: PubChem BioAssay, several laboratories
Mcl1-Noxa inh: disrupts binding of human Mcl-1 to Noxa peptide. Q07820. TR-FRET Mcl-1/Noxa peptide binding, 2 h. inhibition, % at 21.7 µM. hit rate 1.5% among 220,000. AID 1022;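 active = compounds that cut the protein-peptide binding signal by more than 50% relative to plate controls in a single-dose test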;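 also: His-tagged Mcl-1 with rhodamine Noxa BH3 peptide and terbium anti-His antibody; 0% = Mcl-1 plus Noxa peptide wells and 100% = peptide-only wells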
Target sequence (Q07820 whole entry, looked up): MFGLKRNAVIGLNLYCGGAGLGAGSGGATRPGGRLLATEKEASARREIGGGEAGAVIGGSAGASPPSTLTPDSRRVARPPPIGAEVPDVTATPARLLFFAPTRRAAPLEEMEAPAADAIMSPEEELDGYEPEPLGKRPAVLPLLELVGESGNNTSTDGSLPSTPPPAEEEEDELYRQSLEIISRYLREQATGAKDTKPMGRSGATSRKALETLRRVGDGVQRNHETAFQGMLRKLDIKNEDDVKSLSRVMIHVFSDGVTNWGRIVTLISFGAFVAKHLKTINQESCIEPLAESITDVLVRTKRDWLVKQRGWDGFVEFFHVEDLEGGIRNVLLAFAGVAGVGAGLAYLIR
Rac1 mut GTP: human Rac1 activated mutant GTP binding change; P63000; GST-Rac1 activated beads, fluorescent GTP binding, flow cytometry; actives lie on both sides; 100% means binding = to untreated wells; percent activity (GTP binding), % at 10 µM; hit rate 0.11% among 190,000; AID 764;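 active = GTP binding at least 20 percentage points away from the 100% baseline, in either direction, so actives lie on both sides; inconclusive = Compound likely fluorescent itself, or too few beads counted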
Rab2A wt mod: changes GTP binding to wildtype dog Rab2A, up or down; GST-Rab2 wt beads, Bodipy-GTP binding, flow cytometry; GTP binding activity, % at 10 µM; P61105; hit rate 0.19% among 190,000;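 active = GTP binding activity at least 20 points away from 100%, either lowered or raised; inconclusive = signal likely due to the compound's own green fluorescence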;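 also: 0% = beads with excess unlabeled GTP and 100% = no-compound control corrected for plate trend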
Cdc42 wt: changes GTP binding to wildtype human Cdc42. AID 761. GST-Cdc42 beads, Bodipy-GTP binding, flow cytometry; actives lie on both sides. hit rate 0.2% among 190,000. percent activity (GTP binding), % at 10 µM;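 active = percent activity GTP binding at least 20 points away from the 100% baseline, either down as inhibitor or up as activator; inconclusive = compound flagged as likely green fluorescent from well-wide comparison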;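 also: median bead fluorescence of bound Bodipy-FL-GTP at 100 nM; 0% = excess unlabeled GTP control and 100% = no compound control; below 100% means less GTP binding so inhibitor and above means activator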
Target sequence (P60953 whole entry, looked up): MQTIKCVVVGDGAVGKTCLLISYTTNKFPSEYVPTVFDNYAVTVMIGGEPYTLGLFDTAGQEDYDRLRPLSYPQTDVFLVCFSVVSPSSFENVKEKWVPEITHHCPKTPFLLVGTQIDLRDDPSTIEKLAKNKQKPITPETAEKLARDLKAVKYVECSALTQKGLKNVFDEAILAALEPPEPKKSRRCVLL
Mcl-1 Bim block: disrupts Bim peptide binding to human Mcl-1; Bead-based flow cytometry, Bim peptide-Mcl-1 binding; inhibition, % at 10 µM; hit rate 0.1% among 190,000; in the data active = inhibition above about 40%;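 also: 0% = no compound tracer wells and 100% = peptide blocker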
RGS8-Gao: regulators of human RGS8-Galphao interaction; hit rate 0.34% among 220,000; AID 1423; response (percent of control binding), % at 10 µM; P09471; multiplexed bead flow cytometry, RGS8-Galphao binding; actives lie on both sides; in the data active = response below about 60% or above about 140%; inactive = in between;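 also: Galphao activated as the GDP aluminium fluoride complex binding bead-coupled RGS8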
Target sequence (P09471 whole entry, looked up): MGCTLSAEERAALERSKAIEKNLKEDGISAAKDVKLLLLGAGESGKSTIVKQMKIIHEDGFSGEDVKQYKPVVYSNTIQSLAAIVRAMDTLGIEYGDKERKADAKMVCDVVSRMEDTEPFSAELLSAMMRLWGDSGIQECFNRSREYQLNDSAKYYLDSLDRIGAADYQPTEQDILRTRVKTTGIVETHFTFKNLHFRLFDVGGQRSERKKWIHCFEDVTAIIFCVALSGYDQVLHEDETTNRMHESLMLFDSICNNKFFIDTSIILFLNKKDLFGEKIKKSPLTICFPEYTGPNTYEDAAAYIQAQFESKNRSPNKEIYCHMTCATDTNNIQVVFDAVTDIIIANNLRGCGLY
Rab7 wt GTP bind: dog Rab7 wildtype GTP binding, inhibitors and activators | GST-Rab7 beads, fluorescent GTP binding, flow cytometry; actives lie on both sides; untreated = 100%, excess cold GTP = 0% | GTP binding activity (percent of control), % at 10 µM | hit rate 0.055% among 190,000 | AID 758;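 active = fluorescent GTP binding to Rab7 beads changed by at least 20 points from the 100% baseline, either direction, mostly lower; inconclusive = compound itself probably fluorescent, or too few beads counted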;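 also: median green fluorescence of bound Bodipy-FL-GTP per Rab7 bead population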
Mcl1 Bid PPI: Mcl-1/Bid interaction inhibition | inhibition, % at 21.7 µM | TR-FRET Mcl-1/Bid-Dy647 peptide binding, 1536-well | Q07820 | hit rate 0.97% among 220,000;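 active = compounds that cut the binding signal by more than half at the single screening dose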;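 also: His-tagged Mcl-1 with europium anti-His antibody binding Bid BH3 peptide; 0% = Mcl-1 plus peptide wells and 100% = peptide-only wells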
HRas wt GTP bind: changes GTP binding to wildtype human HRas | GTP binding activity, % at 10 µM | AID 759 | GST-Ras wt beads, Bodipy-FL-GTP binding, flow cytometry; actives lie on both sides | hit rate 0.14% among 190,000;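 active = GTP binding activity at least 20% away from the 100% baseline, either lowered as inhibitor or raised as activator; inconclusive = flagged as likely green fluorescent, judged across all proteins in the well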;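 also: 0% = unlabeled GTP competition control and 100% = no-compound control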
Target sequence (P01112 whole entry, looked up): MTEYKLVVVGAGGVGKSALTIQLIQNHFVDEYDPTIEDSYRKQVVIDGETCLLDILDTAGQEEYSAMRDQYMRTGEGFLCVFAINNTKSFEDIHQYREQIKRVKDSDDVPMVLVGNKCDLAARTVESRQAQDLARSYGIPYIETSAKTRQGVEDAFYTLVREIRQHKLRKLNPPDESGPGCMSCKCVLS
Rac1 wt modul: human Rac1 wildtype GTP binding, inhibitors and activators | GST-Rac1 beads, fluorescent GTP binding, flow cytometry; actives lie on both sides; 0 = cold GTP competed, 100 = untreated | GTP binding activity (% of control), % at 10 µM | hit rate 0.27% among 190,000;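 active = GTP binding activity at least 20 points away from the 100% control level, either lower or higher; inconclusive = compound flagged as likely green fluorescent, judged across all proteins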
Pf gametocyte: P. falciparum stage V gametocyte viability inhibition; AID 743093; inhibition, % at 10.9 µM; hit rate 0.065% among 150,000; P. falciparum stage V gametocytes, ATP luminescence, 24 h;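 active = inhibition above the mean plus 3 SD of compounds within the control limits, set per campaign, cut at about 38% in these data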;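 also: 0% = DMSO wells and 100% = medium only without gametocytes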
Numbers without * were called inactive.

`CCOCCCNC(=O)C(c1ccc(Cl)cc1)N1CCN(C(=O)c2ccco2)CC1` (stereo unspecified) gave Mcl1-Noxa inh 0, Rac1 mut GTP 100, Rab2A wt mod 101, Cdc42 wt 99, Mcl-1 Bim block -3, RGS8-Gao 99, Rab7 wt GTP bind 101, Mcl1 Bid PPI -2, HRas wt GTP bind 101 and Rac1 wt modul 105.
For CCCC(=O)NC(=S)Nc1nc(-c2ccc(OC)cc2)cs1 the results were Mcl1-Noxa inh 1, Rac1 mut GTP 101, Rab2A wt mod 102, Cdc42 wt 95, Mcl-1 Bim block -5, RGS8-Gao 99, Rab7 wt GTP bind 100, Mcl1 Bid PPI -30, HRas wt GTP bind 102, Rac1 wt modul 106 and Pf gametocyte 15.
Cc1ccccc1NC(=S)NNC(=O)c1cccc(Br)c1 was read as Mcl1-Noxa inh -39, Rac1 mut GTP 90, Rab2A wt mod 94, Cdc42 wt 91, Mcl-1 Bim block -2, RGS8-Gao 102, Rab7 wt GTP bind 98, Mcl1 Bid PPI -85, HRas wt GTP bind 91, Rac1 wt modul 88 and Pf gametocyte -2.
Screening Cc1c(NC(=O)CN2CC(C)OC(C)C2)c(=O)n(-c2ccccc2)n1C (stereo unspecified) returned Mcl1-Noxa inh 13, Rac1 mut GTP 100, Rab2A wt mod 105, Cdc42 wt 106, Mcl-1 Bim block -1, RGS8-Gao 98, Rab7 wt GTP bind 99, Mcl1 Bid PPI 19, HRas wt GTP bind 105 and Rac1 wt modul 104.
`COc1ccc(NC(=O)CSc2nnnn2C)c([N+](=O)[O-])c1` gave Mcl1-Noxa inh -5, Rac1 mut GTP 99, Rab2A wt mod 101, Cdc42 wt 102, Mcl-1 Bim block 0, RGS8-Gao 100, Rab7 wt GTP bind 104, Mcl1 Bid PPI -13, HRas wt GTP bind 102, Rac1 wt modul 101 and Pf gametocyte 12.
For COc1cccc(NS(=O)(=O)c2c(C)cc(C)cc2C)c1 the results were Mcl1-Noxa inh 4, Rac1 mut GTP 101, Rab2A wt mod 105, Cdc42 wt 105, Mcl-1 Bim block 0, RGS8-Gao 104, Rab7 wt GTP bind 105, Mcl1 Bid PPI 2, HRas wt GTP bind 103 and Rac1 wt modul 106.
CN(C)c1cccc(C(=O)N/N=C/c2ccccc2F)c1 was read as Mcl1-Noxa inh 12, Rac1 mut GTP 96, Rab2A wt mod 100, Cdc42 wt 100, Mcl-1 Bim block -2, RGS8-Gao 100, Rab7 wt GTP bind 104, Mcl1 Bid PPI -36, HRas wt GTP bind 100, Rac1 wt modul 99 and Pf gametocyte 21.
For COC(=O)CSc1nnc2c3c4c(sc3nc(-n3nc(C)cc3C)n12)COC(C)(C)C4 the results were Mcl1-Noxa inh 17, Rac1 mut GTP 103, Rab2A wt mod 97, Cdc42 wt 100, Mcl-1 Bim block 0, RGS8-Gao 103, Rab7 wt GTP bind 98, Mcl1 Bid PPI -75, HRas wt GTP bind 99, Rac1 wt modul 103 and Pf gametocyte 0.
COc1cccc(OC)c1OCCCSc1nc(C)cc(=O)[nH]1 was read as Mcl1-Noxa inh 14, Rac1 mut GTP 96, Rab2A wt mod 95, Cdc42 wt 98, Mcl-1 Bim block 2, RGS8-Gao 102, Rab7 wt GTP bind 95, Mcl1 Bid PPI 2, HRas wt GTP bind 99 and Rac1 wt modul 95.
Oc1c(Br)cc(C=Nc2ccc3nc(-c4ccccc4)[nH]c3c2)c(O)c1Br was read as Mcl1-Noxa inh 94*, Rac1 mut GTP inconclusive, Rab2A wt mod inconclusive, Cdc42 wt inconclusive, Mcl-1 Bim block 4, RGS8-Gao 98, Rab7 wt GTP bind inconclusive, Mcl1 Bid PPI -64, HRas wt GTP bind inconclusive, Rac1 wt modul inconclusive and Pf gametocyte -6.
COc1c(Cl)cc(-c2noc(C)c2C(=O)NC(C)C)cc1Cl was read as Mcl1-Noxa inh 15, Rac1 mut GTP 98, Rab2A wt mod 101, Cdc42 wt 99, Mcl-1 Bim block -4, RGS8-Gao 99, Rab7 wt GTP bind 104, Mcl1 Bid PPI -5, HRas wt GTP bind 101 and Rac1 wt modul 106.
Screening CCOC(=O)CC1C(=O)NCCN1C(=O)Nc1ccccc1 (stereo unspecified) returned Mcl1-Noxa inh 7, Rac1 mut GTP 104, Rab2A wt mod 104, Cdc42 wt 109, Mcl-1 Bim block -1, RGS8-Gao 100, Rab7 wt GTP bind 104, Mcl1 Bid PPI -7, HRas wt GTP bind 105, Rac1 wt modul 105 and Pf gametocyte -26.
For CN(C)S(=O)(=O)c1ccc(NC(=O)c2cc3ccccc3o2)cc1 the results were Mcl1-Noxa inh 4, Rac1 mut GTP 103, Rab2A wt mod 102, Cdc42 wt 106, Mcl-1 Bim block -2, RGS8-Gao 102, Rab7 wt GTP bind 103, Mcl1 Bid PPI 16, HRas wt GTP bind 103, Rac1 wt modul 108 and Pf gametocyte -8.
`COc1ccc(CN2CCN(C(C)C)C(CCO)C2)cc1Cn1cncn1` (stereo unspecified) gave Mcl1-Noxa inh 8, Rac1 mut GTP 98, Rab2A wt mod 102, Cdc42 wt 98, Mcl-1 Bim block -1, RGS8-Gao 101, Rab7 wt GTP bind 107, Mcl1 Bid PPI -27, HRas wt GTP bind 101, Rac1 wt modul 99 and Pf gametocyte 20.
For O=C1CCC2=C(CCCC2=O)N1 the results were Mcl1-Noxa inh 16, Rac1 mut GTP 95, Rab2A wt mod 98, Cdc42 wt 95, Mcl-1 Bim block -5, RGS8-Gao 98, Rab7 wt GTP bind 101, Mcl1 Bid PPI 6, HRas wt GTP bind 96, Rac1 wt modul 97 and Pf gametocyte -21.
COc1ccc(N(CC(=O)Nc2cccc(N(C)S(C)(=O)=O)c2)S(=O)(=O)c2ccc(C)cc2)cc1 was read as Mcl1-Noxa inh 11, Rac1 mut GTP 92, Rab2A wt mod 94, Cdc42 wt 95, Mcl-1 Bim block -2, RGS8-Gao 101, Rab7 wt GTP bind 96, Mcl1 Bid PPI -7, HRas wt GTP bind 95, Rac1 wt modul 96 and Pf gametocyte 10.
`CCCCNC(=S)NCCN1CCCCC1` gave Mcl1-Noxa inh 23, Rac1 mut GTP 96, Rab2A wt mod 98, Cdc42 wt 99, Mcl-1 Bim block 2, RGS8-Gao 101, Rab7 wt GTP bind 96, Mcl1 Bid PPI 24, HRas wt GTP bind 97 and Rac1 wt modul 104.
`COCCn1c(-c2ccc(OC)cc2)cnc1N` gave Mcl1-Noxa inh -58, Rac1 mut GTP 95, Rab2A wt mod 97, Cdc42 wt 98, Mcl-1 Bim block -5, RGS8-Gao 115, Rab7 wt GTP bind 101, Mcl1 Bid PPI -76, HRas wt GTP bind 96, Rac1 wt modul 100 and Pf gametocyte 25.
Screening N#C/C(=C\c1ccc(-c2cccc([N+](=O)[O-])c2)o1)C(=O)N1CCOCC1 returned Mcl1-Noxa inh 9, Rac1 mut GTP 94, Rab2A wt mod 96, Cdc42 wt 93, Mcl-1 Bim block 2, RGS8-Gao 103, Rab7 wt GTP bind 102, Mcl1 Bid PPI -16, HRas wt GTP bind 96 and Rac1 wt modul 98.
N#Cc1c(N)nc2c(c1-c1ccncc1)CCCC2 was read as Mcl1-Noxa inh 8, Rac1 mut GTP inconclusive, Rab2A wt mod inconclusive, Cdc42 wt inconclusive, Mcl-1 Bim block 0, RGS8-Gao 101, Rab7 wt GTP bind inconclusive, Mcl1 Bid PPI -22, HRas wt GTP bind inconclusive, Rac1 wt modul inconclusive and Pf gametocyte 8.
`CC1(C)C(O)=C(c2nc3ccccc3[nH]2)C(=N)N1c1ccccc1` gave Mcl1-Noxa inh -99, Rac1 mut GTP 96, Rab2A wt mod 99, Cdc42 wt 99, Mcl-1 Bim block -2, RGS8-Gao 101, Rab7 wt GTP bind 99, Mcl1 Bid PPI -88, HRas wt GTP bind 99, Rac1 wt modul 96 and Pf gametocyte 0.
CCc1ccccc1NC(=O)NC1CC2CCC(C1)N2Cc1cccs1 (stereo unspecified) was read as Mcl1-Noxa inh 12, Rac1 mut GTP 100, Rab2A wt mod 101, Cdc42 wt 103, Mcl-1 Bim block -1, RGS8-Gao 102, Rab7 wt GTP bind 99, Mcl1 Bid PPI -52, HRas wt GTP bind 102 and Rac1 wt modul 102.
CCOc1ccccc1NC(=S)Nc1ccc(S(N)(=O)=O)cc1 was read as Mcl1-Noxa inh 15, Rac1 mut GTP 97, Rab2A wt mod 96, Cdc42 wt 98, Mcl-1 Bim block 0, RGS8-Gao 99, Rab7 wt GTP bind 105, Mcl1 Bid PPI -36, HRas wt GTP bind 97 and Rac1 wt modul 99.
For O=S(=O)(Cc1ccccc1)N1CCN(C/C=C/c2ccccc2)CC1 the results were Mcl1-Noxa inh 6, Rac1 mut GTP 98, Rab2A wt mod 100, Cdc42 wt 102, Mcl-1 Bim block 33, RGS8-Gao 104, Rab7 wt GTP bind 97, Mcl1 Bid PPI -14, HRas wt GTP bind 99, Rac1 wt modul 102 and Pf gametocyte -11.
For COc1ccc(-c2nc3cccc(C)n3c2NCC2CCCO2)cc1O (stereo unspecified) the results were Mcl1-Noxa inh 16, Rac1 mut GTP 95, Rab2A wt mod 97, Cdc42 wt 96, Mcl-1 Bim block -3, RGS8-Gao 99, Rab7 wt GTP bind 102, Mcl1 Bid PPI -63, HRas wt GTP bind 98, Rac1 wt modul 98 and Pf gametocyte -6.
For CCCN(CC(=O)Nc1ccccc1Br)CC(=O)Nc1ccc(F)c(F)c1F the results were Mcl1-Noxa inh 8, Rac1 mut GTP 99, Rab2A wt mod 99, Cdc42 wt 104, Mcl-1 Bim block 0, RGS8-Gao 103, Rab7 wt GTP bind 98, Mcl1 Bid PPI -19, HRas wt GTP bind 99, Rac1 wt modul 103 and Pf gametocyte 14.
CCCC1(CCC)NC(=O)N(CC(=O)N2CCN(C(=O)c3ccco3)CC2)C1=O was read as Mcl1-Noxa inh 6, Rac1 mut GTP 98, Rab2A wt mod 99, Cdc42 wt 98, Mcl-1 Bim block -1, RGS8-Gao 103, Rab7 wt GTP bind 99, Mcl1 Bid PPI -12, HRas wt GTP bind 98 and Rac1 wt modul 101.
For O=C1/C(=C/c2ccncc2)SC(=S)N1C1CCCCC1 the results were Mcl1-Noxa inh -10, Rac1 mut GTP 100, Rab2A wt mod 102, Cdc42 wt 102, Mcl-1 Bim block -4, RGS8-Gao 87, Rab7 wt GTP bind 101, Mcl1 Bid PPI -38, HRas wt GTP bind 100, Rac1 wt modul 101 and Pf gametocyte 7.
`Nc1nc(SCC(=O)NCC2CCCO2)n[nH]1` (stereo unspecified) gave Mcl1-Noxa inh 5, Rac1 mut GTP 102, Rab2A wt mod 109, Cdc42 wt 107, Mcl-1 Bim block -1, RGS8-Gao 101, Rab7 wt GTP bind 106, Mcl1 Bid PPI 6, HRas wt GTP bind 107, Rac1 wt modul 107 and Pf gametocyte 10.
